Source: PubChem BioAssay (several laboratories)
HUVEC tox TNFa: HUVEC cytotoxicity counter-screen, TNF alpha stimulated; HUVEC TNFalpha-stimulated, Hoechst cell count, imaging; 93,000 compounds, 0.17% hits; cell count reduction, % at 2 µM; AID 848;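 active means cell count reduction exceeding the screen mean by over 5 SD, scaled to untreated wells per plate, cut at about 78% in these data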;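 further: cells counted after 24 h of TNF alpha exposure following the 1 h pretreatment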
DAT uptake mod: human DAT dopamine uptake with cocaine, either direction; Q01959; LLC-PK1 hDAT cells, [14C]-dopamine uptake with cocaine IC80; actives deviate in either direction; B-score at 10 µM; 110,000 compounds, 1.3% hits;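 active means Z score or B-score, a plate-position-corrected score, falls beyond the plate's 99.7% confidence bounds, in either direction; inactive means both scores lie inside the 99.7% bounds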;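 further: scored against the spread of the other compound wells on the same plate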
PLK1 inh: inhibitors of human PLK1 kinase; inhibition, % at 10 µM; P53350; 97,000 compounds, 0.53% hits; recombinant PLK1 kinase, TR-FRET peptide phosphorylation;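 active means inhibition of 50% or more in the single-concentration screen; inactive means inhibition below 50%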;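 further: 0% = DMSO max control and 100% = H-89 dihydrochloride min control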
Plk1 PBD FP: Plk1 (human) PBD binding inhibition. P53350. Plk1 PBD phosphopeptide binding, fluorescence polarization. inhibition, %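 (tested at about 20 µM)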. 97,000 compounds, 0.13% hits. AID 693; in the data active means inhibition above about 34%, passing the limit was not always enough
IL1B cytotox: HUVEC cytotoxicity counter-screen, IL-1B stimulated. AID 845. 94,000 compounds, 0.41% hits. HUVEC cell count loss, Hoechst imaging. cell count reduction, % at 2 µM;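 active means cell count reduction more than 3 SD above the screen-wide mean, cut at about 70% in these data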;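 further: normalized per plate to untreated control cells as the no-loss baseline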
F-actin modifier: cytoskeleton assembly modification; HUVEC TNFa F-actin phalloidin imaging, high content; inhibition, % at 2 µM; 91,000 compounds, 0.18% hits; AID 836;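 active means inhibition above the batch mean plus 3 SD and confirmed as a hit by visual image inspection, cut at about 30% in these data, passing the limit was not always enough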; further: strong numbers were not always called active
sEH inh: blocks human soluble epoxide hydrolase activity; inhibition, % at 2 µM; 91,000 compounds, 0.34% hits; recombinant human sEH enzymatic activity assay; P34913; in the data active means inhibition above about 80%; further: values of inactives mirror those of a sister screen read the other way; many of its hits are not listed in these tables
Target sequence (P34913 whole entry, looked up): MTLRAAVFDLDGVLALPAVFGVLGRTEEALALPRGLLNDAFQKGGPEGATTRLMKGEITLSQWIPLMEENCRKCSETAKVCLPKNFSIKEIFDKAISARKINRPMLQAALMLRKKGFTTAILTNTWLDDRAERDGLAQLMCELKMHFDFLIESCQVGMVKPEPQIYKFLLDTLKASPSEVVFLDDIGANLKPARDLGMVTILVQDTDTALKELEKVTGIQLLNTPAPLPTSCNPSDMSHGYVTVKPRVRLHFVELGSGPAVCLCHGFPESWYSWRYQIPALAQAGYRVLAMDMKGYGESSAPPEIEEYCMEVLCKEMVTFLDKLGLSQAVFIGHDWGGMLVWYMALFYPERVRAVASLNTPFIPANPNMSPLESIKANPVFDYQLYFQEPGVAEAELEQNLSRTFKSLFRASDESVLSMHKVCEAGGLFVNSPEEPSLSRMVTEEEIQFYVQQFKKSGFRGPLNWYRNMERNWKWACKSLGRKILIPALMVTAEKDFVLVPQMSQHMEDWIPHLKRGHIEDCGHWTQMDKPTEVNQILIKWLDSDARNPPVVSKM
Ecoli WT expand: growth inhibitors of E. coli BW25113 wild type; 98,000 compounds, 0.15% hits; growth inhibition, % at 100 µM; OD600 absorbance;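 active means growth inhibition above about 50% at one test dose, limit read from the data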;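 further: growth measured after 20 h incubation at 37 °C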
VCAM1 TNFa inh: reduces TNF alpha induced VCAM1 expression in HUVEC; 95,000 compounds, 0.48% hits; HUVEC TNFa-induced VCAM-1 immunofluorescence, high-content imaging; AID 802; inhibition, % at 2 µM;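 active means inhibition above the batch mean plus 3 SD, with images confirmed as a hit by eye, cut at about 37% in these data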;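 further: 0% = TNF-stimulated DMSO wells and 100% = unstimulated control wells; not every result past the cut was called active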
* = called active by the depositor; . = no result given.

SMILES	HUVEC tox TNFa	DAT uptake mod	PLK1 inh	Plk1 PBD FP	IL1B cytotox	F-actin modifier	sEH inh	Ecoli WT expand	VCAM1 TNFa inh
Cn1c(=O)n(C)c2cc(/C=N/NC(=O)c3ccc(Cl)cc3Cl)ccc21	-2	1.3	3	30	.	6	6	-9	5
Fc1ccc(-c2csc3[n+]2CCS3)cc1	-6	-0.3	-10	9	30	-12	-21	.	20
CCOC(=O)c1[nH]c(C)c(/C(O)=C2\C(=O)C(=O)N(CCN(C)C)C2c2ccc(C)o2)c1C (stereo unspecified)	-20	0.15	-12	-28	5	4	-10	3	-3
CCCCOc1ccc(S(=O)(=O)N2CCCCCC2)cc1	7	-0.43	2	17	16	.	-5	9	-16
Cc1occc1C(=O)Nc1cc(C(C)(C)C)on1	-12	0.51	0	23	-16	2	11	17	-11
CCOC(=O)N1CCC(NC(=O)C(Cc2ccccc2)NC(=O)C2CCCCC2)CC1 (stereo unspecified)	-40	1.2	6	-16	4	-12	9	0	20
Cc1cccc(NC(=O)N2CCCC2C(=O)NCc2cccs2)c1 (stereo unspecified)	5	-0.51	-3	10	-5	-4	1	-5	4
CCC(C)(C)NC(=O)C(c1ccc(OC)cc1)N(Cc1ccco1)C(=O)CCC(=O)Nc1cc(C)on1 (stereo unspecified)	-1	-0.017	-6	-4	-5	4	8	.	6
Cc1nn(C)cc1/C=N\NC(=O)c1ccc2c(c1)c(C)c(C)n2Cc1ccccc1	-2	0.7	-11	-27	2	-8	7	-6	11
CCc1cc2c(SCC(=O)O)ncnc2s1	-10	-0.16	-9	-1	-18	-14	-6	-3	-7
CN(C)c1nc(N)nc(-c2nc3ccccc3s2)n1	-8	-1.5	-14	5	-21	13	2	-12	6
CC1SC(c2ccc(Cl)cc2)NC1=O (stereo unspecified)	0	0.25	-5	-4	21	-2	-1	.	9
CCOC(=O)CCc1c(C)nc2cc(C3CCCN(C(=O)OC(C)(C)C)C3)[nH]n2c1=O (stereo unspecified)	.	.	1	16	-28	3	1	0	.
Nc1nnc(CCc2ccccc2)s1	-6	-0.19	-18	-4	3	-15	-11	9	-6
CCN(CC)CC#CC(C)(C)OC(C)=O	-7	0.52	0	-9	15	8	-3	.	-9
COc1ccc(C2OC(=O)CC2C(=O)N2CCN(c3cc(Cl)ccc3C)CC2)cc1OC (stereo unspecified)	.	0.96	76*	-19	.	.	.	0	.
CCCCOC(=O)Cn1c(=O)n(CC(=O)OCCCC)c2ccccc21	-10	-0.08	-7	-1	-3	-26	-10	-13	1
O=C(O)c1ccc(COc2ccc(Cl)cc2)o1	-40	1.6	-8	-6	11	-6	5	-6	14
Cc1ccc(OCc2nnc(SCC(=O)N3CCc4ccccc43)n2C)cc1	-17	0.16	-8	8	-15	6	6	.	13
COC(=O)c1ccc(CSc2ncnc3c2sc2nc(N4CCOCC4)c4c(c23)CCCC4)o1	-15	-0.27	-32	0	-21	20	4	.	-2
O=C(O)CC(c1ccccc1)c1ccccc1	-3	0.004	-11	-6	-10	8	-10	3	-22
O=C(NCC(c1cccnc1)N1CCN(c2ccccc2F)CC1)c1cccc(Cl)c1 (stereo unspecified)	23	0.67	-35	1	25	6	-9	-6	7
COc1ccc2nc3oc(C(=O)N4CCN(c5cccc(Cl)c5)CC4)cc3cc2c1	-11	0.025	-1	1	-15	-15	-8	-7	-7
O=C(COC(=O)C1COc2ccccc2O1)NC(=O)NC1CCCCC1 (stereo unspecified)	-19	0.11	-4	34	14	10	6	3	-5
CCN(CC)S(=O)(=O)c1ccc(N2CCCCC2)c(C(=O)Nc2ccccc2N2CCOCC2)c1	9	1.7	-18	18	-10	-15	-9	-12	-24
CC(C)(C)c1ccccc1OCCOCCSc1ncccn1	-53	0.033	0	-18	22	.	-10	7	5
Cc1ccc(NC(=O)c2sc(Cl)nc2-c2ccccc2)cc1	4	-0.014	-10	5	4	3	0	-7	1
Fc1cccc(C[n+]2csc3ccccc32)c1	-13	-1.1	-3	20	-40	-11	7	-2	5
O=C(Cn1cnc2c(nnn2Cc2ccc(Cl)cc2)c1=O)N1CCCc2ccccc21	-17	-1	-13	2	-47	6	11	.	-5
Cc1cc(Nc2ccccc2)n(C(=O)c2ccc(N)cc2)n1	1	0.55	-7	6	.	-12	-9	.	12
CC(C)c1ccc2nc3sc(C(=O)N4CCc5ccccc5C4)c(N)c3cc2c1	-9	-0.5	-26	-18	.	7	11	-13	1
Cc1[nH]nc2c1C(c1ccc(Cl)cc1)C(C#N)=C(N)O2 (stereo unspecified)	-39	0.42	46	-7	-32	12	6	-2	10
CCCOc1ccc(CC(=O)NCc2ccco2)cc1OC	-12	-0.2	-6	9	-19	-17	2	4	2
O=C(N/N=C/c1ccc(O)c(O)c1)C1c2ccccc2Oc2ccccc21	-6	-0.068	8	-30	10	8	3	8	9
Cc1csc2nc(CNS(=O)(=O)c3cccnc3)cn12	-30	-1.5	-12	-1	-13	-2	7	.	10
CCn1c(SCC(=O)OCc2ccccc2)nnc1-c1ccco1	-5	0.37	-10	-16	-17	-15	-8	8	-15
Cc1cc(OCC(=O)N(C)C)c2c(-c3ccccc3)cc(=O)oc2c1	-28	-0.015	-11	3	5	-8	.	0	4
Cc1ccc(NC(=O)c2cc([N+](=O)[O-])ccc2NCc2cccnc2)cc1Cl	25	-0.62	-11	16	-4	-37	-1	-8	-3
CCCCNc1ccc(C(=O)Nc2cccc(C)n2)cc1[N+](=O)[O-]	-15	-0.0021	-7	11	-22	30	3	4	8
Cc1ccc2c(c1)-c1cc(C)nn1C(c1ccc3c(c1)OCO3)N2 (stereo unspecified)	3	.	-5	0	-18	4	4	-4	27
CC1=NN(c2ccc(C(=O)OC(C)C)cc2)C(=O)/C1=C\C=C\c1ccco1	-12	0.16	-10	-14	-85	1	-13	.	16
CC1CCc2nc(N)c(C#N)c(-c3cccn3C)c2C1 (stereo unspecified)	-15	-0.0025	-15	1	0	-1	10	-1	9
Cc1ccsc1C=Nc1ccc(O)cc1	-12	0.012	-6	12	8	26	-13	10	-2
CC(C)(C)c1cc(CN2CCCC(O)C2)c(O)c(C(C)(C)C)c1 (stereo unspecified)	0	-0.11	9	-9	2	2	.	7	-15
CC(C)(O)C#CC#CCN1CCOCC1	-6	-0.69	-9	5	10	15	-10	-6	-12
CCOC(=O)C1=C(C)Nc2ncnn2C1/C=C/c1ccccc1 (stereo unspecified)	2	1.7	-6	-7	-27	-6	5	-9	10
O=C(Nc1ccc(N2CCCCC2)c(Cl)c1)c1ccc(N2CCOCC2)c([N+](=O)[O-])c1	4	0.32	-4	-13	-3	-7	2	-1	6
Cc1cccc(OCCCOc2cccc3cccnc23)c1C	11	-0.51	-10	11	-8	14	-6	15	7
Cn1c(-n2c(-c3ccco3)nc3ccccc3c2=O)nc2ccccc21	29	-0.047	-6	13	19	-2	10	3	21
O=C(C1CCCO1)N1CCN(Cc2nc3ccccc3c(=O)[nH]2)CC1 (stereo unspecified)	-20	0.4	-3	1	-7	-4	0	4	-31
Continuation.
SMILES	HUVEC tox TNFa	DAT uptake mod	PLK1 inh	Plk1 PBD FP	IL1B cytotox	F-actin modifier	sEH inh	Ecoli WT expand	VCAM1 TNFa inh
C=C(C)CSc1nc2c(c(=O)[nH]c(=O)n2C)n1CCC(C)C	-24	0.31	-6	-2	-7	10	5	4	7
CCN(CC)CCn1cnc2c([nH]c3cccc(OC)c32)c1=O	-12	-0.87	-19	-3	2	19	1	3	26
CCCOc1ccc(C(=O)CCC(=O)OCC(=O)Nc2cc(C)on2)cc1	-16	-0.7	-16	6	-24	1	2	0	-2
CCOc1cc(CNCCO)c(Cl)cc1OCC(=O)NCCc1ccccc1	.	0.84	-9	-20	66	-2	0	-4	-13
Cc1cn(CC2COC(C)(C)O2)c(=O)[nH]c1=O (stereo unspecified)	8	0.72	-14	-6	6	-10	1	-6	9
O=C(Nc1ccc(OC(F)F)cc1)Nc1cccc(C(F)(F)F)c1	-24	0.09	-12	-21	-3	-2	86*	25	11
CCc1ccc(C2CC(c3ccccc3)n3ncnc3N2)cc1 (stereo unspecified)	-24	0.15	-8	-16	9	2	-2	3	-3
CCOc1ccc(-c2nc(-c3ccccc3C)no2)cc1	-11	0.57	-2	-9	-52	1	-7	.	2
Cc1nnc2sc(-c3ccco3)nn12	-24	-0.59	0	-11	-43	53	13	-3	7
Cc1cccc(C=Nc2ccccc2C(N)=O)c1	-18	-0.39	-3	9	-6	8	-13	-3	11

Of the compounds above, these contain a tert-butyl group:
SMILES	HUVEC tox TNFa	DAT uptake mod	PLK1 inh	Plk1 PBD FP	IL1B cytotox	F-actin modifier	sEH inh	Ecoli WT expand	VCAM1 TNFa inh
Cc1occc1C(=O)Nc1cc(C(C)(C)C)on1	-12	0.51	0	23	-16	2	11	17	-11
CCOC(=O)CCc1c(C)nc2cc(C3CCCN(C(=O)OC(C)(C)C)C3)[nH]n2c1=O (stereo unspecified)	.	.	1	16	-28	3	1	0	.
CC(C)(C)c1ccccc1OCCOCCSc1ncccn1	-53	0.033	0	-18	22	.	-10	7	5
CC(C)(C)c1cc(CN2CCCC(O)C2)c(O)c(C(C)(C)C)c1 (stereo unspecified)	0	-0.11	9	-9	2	2	.	7	-15

(more compounds)
SMILES	HUVEC tox TNFa	DAT uptake mod	PLK1 inh	Plk1 PBD FP	IL1B cytotox	F-actin modifier	sEH inh	Ecoli WT expand	VCAM1 TNFa inh
O=C(NCCCn1ccnc1)c1cc(-c2ccc3c(c2)OCO3)on1	6	.	8	2	0	-29	-12	8	12
CCn1c(N2CCN(CC(=O)c3ccc(OC)cc3)CC2)nc2ccccc21	.	-7.6*	-10	-6	56	-31	-6	-2	.
Cn1c(SCc2ccccc2)nnc1-c1ccncc1	-11	0.31	-3	6	-3	20	-3	0	-10
O=C1C2C(c3ccccc3)C=CC(c3ccccc3)C2C(=O)N1CCO (stereo unspecified)	4	-1.1	-13	28	-25	5	.	.	-4
Cc1cccc(NC(=O)CSc2nnc(-c3ccc(S(=O)(=O)N4CCOCC4)cc3)n2C)c1	1	0.56	-10	-3	-6	9	-3	-6	-32
Cc1nc(NCC2CCCO2)c2oc3ccccc3c2n1 (stereo unspecified)	.	0.45	-10	-6	3	-3	-5	4	-25
COc1cc(CN2CCC(C(=O)NC3CCCC3)CC2)ccc1O	-43	-0.37	-4	24	-9	1	-7	2	-9
Cc1cc(C)nc(Nc2n[nH]c(-c3ccc(N)cc3)n2)n1	2	0.84	-1	20	13	-10	0	-1	13
COC(=O)c1ccc(-c2ccco2)n1Cc1cccc(C)c1	-22	-0.35	1	0	2	9	9	5	5
CCn1c(=O)n(CCOC)c(=O)c2c3c(sc21)CCCC3	-15	-0.56	-12	-8	6	9	3	-14	4
Oc1c(C=C2N=c3ccccc3=N2)sc(=S)n1-c1ccc(F)cc1	7	.	-5	13	-5	-21	-2	-9	6
CCC(=O)Nc1ccc(Br)c(Cl)c1	-9	.	18	10	2	5	2	14	9
C=CCNC(=O)CC(=O)N/N=C/c1ccc(C(=O)OC)cc1	-10	-0.51	-6	7	19	-11	-5	3	-6
Cc1cccc(Nc2nc(N)nc(CN3CCN(c4ccccc4)CC3)n2)c1	-16	1.8	-9	8	-30	-22	3	14	-10
COc1ccc(OC)c(C2=C[N+](=O)C(C)(C)C(C)(C)N2[O-])c1	-13	-1	-15	11	6	13	3	4	-1
Cc1cccc(-n2nnnc2SCn2nnc3ccccc3c2=O)c1	-14	-0.61	-14	8	-44	10	7	0	6
Cc1cc(NC(=O)CSc2cn(CCNC(=O)c3ccccc3)c3ccccc23)no1	-30	-0.15	-6	-13	-54	6	12	-16	5
CC(C)CN(CC(C)C)C(=O)CC(=O)NC(=O)c1ccc(Cl)cc1	-11	-0.43	-14	-34	.	-8	9	3	7
c1ccc(-n2nnnc2-n2ccnc2)cc1	-11	0.17	-8	7	-12	7	-7	-1	15
Cc1ccc(/C(COc2ccccc2O)=N\O)cc1	-28	1.3	-3	10	8	0	-2	8	2
CCc1ccc(C(=O)COC(=O)c2cccc(N3C(=O)c4c(C)nc5ccccc5c4C3=O)c2)cc1	-16	-0.054	-6	6	-10	-1	7	-16	7
